MEKK3 PB1 HTS = raises or lowers MEK5 binding to the human MEKK3 PB1 domain | actives 1.4% (n = 290,000) | binding response (% of control), % at 10 µM | bead-based flow cytometry, Alexa488-MEK5 binding to MEKK3; actives lie on both sides; 0 = blocked by unlabeled MEK5, 100 = vehicle | AID 1529 | Q99759;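 active = binding response more than 3 SD above or below the average of its plate-row segment, actives on both sides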;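 also: Alexa488 bead fluorescence after subtracting the streptavidin-only scavenger bead signal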
PHOSPHO1 block = blocks human PHOSPHO1 phosphatase activity; Q8TCT1; recombinant PHOSPHO1, absorbance phosphatase assay; inhibition, % at 13.3 µM; actives 1.1% (n = 290,000); AID 1565; in the data active = inhibition above about 60%
Target sequence (Q8TCT1 whole entry, looked up): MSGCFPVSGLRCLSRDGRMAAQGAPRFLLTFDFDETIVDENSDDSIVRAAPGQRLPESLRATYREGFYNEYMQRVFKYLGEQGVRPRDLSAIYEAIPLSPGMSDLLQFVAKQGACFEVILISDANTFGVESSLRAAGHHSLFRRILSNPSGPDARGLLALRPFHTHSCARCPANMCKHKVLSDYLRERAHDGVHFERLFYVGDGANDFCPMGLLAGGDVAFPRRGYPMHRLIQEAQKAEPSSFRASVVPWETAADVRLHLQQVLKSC
GPR7 antag = antagonists of human GPR7 (neuropeptides B/W receptor 1). actives 1.1% (n = 290,000). inhibition, % at 4.4 µM. AID 1861. GPR7-expressing cells, fluorescence antagonist assay; in the data active = inhibition above about 16%, passing the limit was not always enough;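 also: cells stimulated with the agonist NPW; 0% = agonist with vehicle and 100% = vehicle without agonist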
GalR3 antagonist = blocks the human galanin receptor 3. O60755. HEK293 GalR3-CNG cAMP membrane potential fluorescence; galR3 body fused to GalR1 C-terminus. inhibition, % at 3 µM. actives 0.44% (n = 360,000). AID 651719;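 active = inhibition above the screen-wide average plus 3 SD, cut at about 13% in these data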;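 also: forskolin and galanin both at EC90 stimulate the cells; cAMP rise reported by CNG channel membrane potential dye signal; 0% = forskolin plus galanin with DMSO and 100% = forskolin alone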
Target sequence (O60755 1-299 limits assumed): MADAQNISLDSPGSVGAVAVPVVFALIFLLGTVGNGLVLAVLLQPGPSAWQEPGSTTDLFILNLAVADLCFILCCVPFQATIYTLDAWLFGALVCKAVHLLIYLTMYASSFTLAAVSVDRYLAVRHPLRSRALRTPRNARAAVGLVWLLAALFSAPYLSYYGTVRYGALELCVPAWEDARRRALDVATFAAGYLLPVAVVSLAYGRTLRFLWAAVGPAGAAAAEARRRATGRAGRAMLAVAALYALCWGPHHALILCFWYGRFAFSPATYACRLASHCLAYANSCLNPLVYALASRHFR
MEKK2 WT-MEK5 = raises or lowers MEK5 binding to wildtype human MEKK2 PB1 domain; actives 1.1% (n = 290,000); bead flow cytometry, Alexa488-MEK5 binding to MEKK2 WT; actives lie on both sides; Q9Y2U5; AID 1531; binding response (% of control), % at 10 µM; in the data active = binding response below about 67% or above about 130%
OXTR agonist = agonists of human oxytocin receptor | P30559 | CHO-OTR cells, Fluo-8 calcium fluorescence; normalized: DMSO 0%, oxytocin 100% | actives 0.32% (n = 320,000) | AID 2435 | activation, % at 3 µM;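 active = activation above the mean of all tested compounds plus 3 SD, cutoff set per screening run, cut at about 20% in these data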;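 also: peak over basal fluorescence ratio from a 100 s FLIPR kinetic read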
Target sequence (P30559 whole entry, looked up): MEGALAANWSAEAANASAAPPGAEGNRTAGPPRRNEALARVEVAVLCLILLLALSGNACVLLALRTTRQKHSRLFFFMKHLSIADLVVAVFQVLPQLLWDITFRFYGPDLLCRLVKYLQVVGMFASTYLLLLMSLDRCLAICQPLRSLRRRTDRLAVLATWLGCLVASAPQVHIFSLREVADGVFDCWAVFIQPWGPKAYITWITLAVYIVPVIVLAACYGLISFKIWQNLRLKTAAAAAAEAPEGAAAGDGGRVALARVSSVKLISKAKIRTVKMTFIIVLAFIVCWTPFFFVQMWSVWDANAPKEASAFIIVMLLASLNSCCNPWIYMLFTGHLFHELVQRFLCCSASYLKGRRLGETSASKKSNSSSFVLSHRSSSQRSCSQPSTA
MEKK2 mut-MEK5 = signal of MEK5 binding to mutant human MEKK2 PB1 domain; bead flow cytometry, Alexa488-MEK5 binding to MEKK2 mutant; actives 0.35% (n = 290,000); percent response, % at 10 µM; in the data active = percent response above about 24%, passing the limit was not always enough; also: inactives centre near 1; some results filed as inactive read as strong as hits; reference of the scale not given here
V1R ag counter = V1a receptor agonism, counter-screen for OXTR agonists. P37288. CHO-V1R cells, Fluo-8 calcium fluorescence, agonist mode; 0% DMSO, 100% 3 nM vasopressin. activation, % at 3 µM. actives 0.25% (n = 320,000). AID 2797;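 active = activation above the mean activation of all tested compounds plus 3 SD, per screening run, cut at about 20% in these data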;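 also: signal is peak over basal fluorescence ratio across a 100 second FLIPR read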
NALP1 yeast inh = blocks the NALP1 inflammasome reconstituted in yeast. S. cerevisiae NALP1/ASC/caspase-1 growth, X-gal OD620, 72 h. inhibition, % at 10 µM. actives 0.61% (n = 280,000). AID 2071; in the data active = inhibition mostly above about 24%, no sharp cut-off; inactive = mostly below about 32%; also: some compounds called inactive have numbers as strong as hits
* = called active by the depositor; . = no result given; [ ] = another dose, or the depositor's remark.

SMILES	MEKK3 PB1 HTS	PHOSPHO1 block	GPR7 antag	GalR3 antagonist	MEKK2 WT-MEK5	OXTR agonist	MEKK2 mut-MEK5	V1R ag counter	NALP1 yeast inh
Cc1ccc(N(C(=O)c2snc(C(N)=O)c2N)C(CC(C)C)C(=O)NC2CCCC2)cc1 (configuration not stated)	100	-16	-4	-8	93	-0.3	0	-0.8	8
CN(Cc1ccccc1)C(=C(Cl)Cl)/C(=C1/NCCN1C)[N+](=O)[O-]	103	8	-2	-5	102	0.2	5	1.9	5
COc1ccc(C(=O)CNc2ccccc2CO)cc1	98	-29	5	-4	91	0.2	-15	0.0	17
CC1(C)Cc2c(C#N)c(NCCN3CCOCC3)nc(-c3ccco3)c2CO1	101	29	-14	-4	103	0.4	-1	0.4	14
CCCc1cc(C(=O)OC)c(NC(=O)c2cc(C)on2)s1	67	-8	-7	-3	72	-0.1	-17	0.8	-5
CCCN1C(=O)/C(=C\C=C2/Sc3ccccc3N2CCO)SC1=S	68*[inhibitor]	-59	-3	-6	33*[inhibitor]	3.8	-17	5.3	-7
Cc1ccc(C(=O)OC2OC(=O)C(Cl)=C2N2CCOCC2)cc1 (configuration not stated)	92	-5	-2	0	97	5.6	-2	1.6	33
O=C(Nc1nnc(C2CC2)s1)c1cc(Cl)sc1Cl	100	46	1	0	102	-0.8	8	0.6	6
COc1cccc(C(=O)NNC(=O)C2CCCO2)c1 (configuration not stated)	98	24	-8	-1	102	0.6	3	1.4	-5
Cc1ccccc1C(=O)N[C@H](C(=O)Nc1ccc(Cl)c(Cl)c1)C(C)C	116	-80	-7	-2	99	-1.5	0	0.1	15
Cc1ccc(CNc2cnn(C34CC5CC(CC(C5)C3)C4)c(=O)c2Cl)cc1	106	-8	-10	-3	97	-2.3	1	-0.8	26
CCOCc1[nH]c(=S)[nH]c(=O)c1Cc1ccc(OC(C)C)cc1	104	-45	-4	2	100	-1.7	-41	0.1	-1
CCOC(=O)C1=C(c2ccccc2)N=c2s/c(=C\c3ccco3)c(=O)n2C1c1cccs1 (configuration not stated)	101	-10	6	-7	94	-1.8	-3	0.1	0
CCn1c(COc2ccc(Cl)cc2)nnc1SC1CCc2ccccc2C1=O (configuration not stated)	105	-17	-4	-6	100	4.0	3	2.8	25
COC(=O)CN1C(=O)N/C(=C/c2cc3c(cc2OC)OCO3)C1=O	119	-16	-1	-5	110	1.2	0	1.1	-12
O=C(COC(=O)c1cnccn1)NCCc1ccc(Cl)cc1Cl	67	23	-16	-1	79	-0.8	-8	-0.4	3
CCOC(=O)N1CCN(C(=O)CSc2nnc(-c3cccs3)o2)CC1	101	9	-11	2	98	-0.9	2	1.0	12
COc1ccc(-c2c(C#N)c(N)nc3c2c(=O)n(C)c(=O)n3C)cc1	108	-3	-8	-2	111	-1.4	5	0.1	-9
O=C(Cn1c(=O)sc2ccccc21)NCc1ccccn1	98	-6	-11	3	98	-0.1	0	0.0	24
COC(=O)NNC(=S)NCc1ccc(C)cc1	102	-11	-8	-2	102	0.1	11	0.1	17
O=C(C(=O)N1CCCc2ccccc21)c1c[nH]c2ccccc12	99	11	23	-1	94	4.1	0	0.7	2
Cc1cccc(OCC(=O)NCc2ccc(F)cc2)c1	98	39	-3	-11	98	-1.7	-1	7.7	6
Cc1ccc(OCCCN2CCOCC2)c([N+](=O)[O-])c1	101	9	-8	0	103	1.2	0	1.1	43
Cc1ccc(C2OC34CCCCCC3C(C#N)(C(=N)O4)C2(C#N)C#N)cc1 (configuration not stated)	56*[inhibitor]	-12	9	2	88	0.4	-2	0.1	.
Cc1ccc(C)c(C(=O)COC(=O)CCCC(=O)Nc2cc(C(F)(F)F)ccc2Cl)c1	98	4	1	-3	104	0.7	-7	3.1	17

Single records, from the list above:
Record of `Cc1ccc(CNc2cnn(C34CC5CC(CC(C5)C3)C4)c(=O)c2Cl)cc1` = MEKK3 PB1 HTS: 106; PHOSPHO1 block: -8; GPR7 antag: -10; GalR3 antagonist: -3; MEKK2 WT-MEK5: 97; OXTR agonist: -2.3; MEKK2 mut-MEK5: 1; V1R ag counter: -0.8; NALP1 yeast inh: 26
Record of `Cc1ccc(C)c(C(=O)COC(=O)CCCC(=O)Nc2cc(C(F)(F)F)ccc2Cl)c1` = MEKK3 PB1 HTS: 98; PHOSPHO1 block: 4; GPR7 antag: 1; GalR3 antagonist: -3; MEKK2 WT-MEK5: 104; OXTR agonist: 0.7; MEKK2 mut-MEK5: -7; V1R ag counter: 3.1; NALP1 yeast inh: 17
Record of `COC(=O)CN1C(=O)N/C(=C/c2cc3c(cc2OC)OCO3)C1=O` = MEKK3 PB1 HTS: 119; PHOSPHO1 block: -16; GPR7 antag: -1; GalR3 antagonist: -5; MEKK2 WT-MEK5: 110; OXTR agonist: 1.2; MEKK2 mut-MEK5: 0; V1R ag counter: 1.1; NALP1 yeast inh: -12

The main list resumes; the 2 compounds before the break are reprinted first.
SMILES	MEKK3 PB1 HTS	PHOSPHO1 block	GPR7 antag	GalR3 antagonist	MEKK2 WT-MEK5	OXTR agonist	MEKK2 mut-MEK5	V1R ag counter	NALP1 yeast inh
Cc1ccc(C2OC34CCCCCC3C(C#N)(C(=N)O4)C2(C#N)C#N)cc1 (configuration not stated)	56*[inhibitor]	-12	9	2	88	0.4	-2	0.1	.
Cc1ccc(C)c(C(=O)COC(=O)CCCC(=O)Nc2cc(C(F)(F)F)ccc2Cl)c1	98	4	1	-3	104	0.7	-7	3.1	17
COc1ccc(-c2nnc(SC(C)C(=O)Nc3nccs3)n2-c2ccccc2)cc1OC (configuration not stated)	90	-83	-13	-1	91	-0.5	-7	-0.4	16
COc1cccc(OC)c1C(=O)Nn1c(-c2cccc(C)c2)nc2ccccc2c1=O	87	32	-22	0	81	-0.3	-14	-0.6	15
Cc1cccc(Nc2nc(NCCCN3CCOCC3)nc(N)c2[N+](=O)[O-])c1	105	-6	3	-3	114	4.5	-1	3.6	30
O=C(NCCCN1CCOCC1)c1ccc2c(c1)N(Cc1cccc(Cl)c1)C(=O)c1ccccc1S2=O (configuration not stated)	98	24	9	-4	112	3.5	1	9.0	18
Cc1cc(Cl)nc(-c2ccccc2O)n1	98	15	-10	-1	75	-1.0	4	-0.5	-4
Cc1cccc(OCCCSc2nc3ccccc3[nH]2)c1	107	14	-5	-2	106	0.5	0	3.6	-21
O=C(Nc1nc(-c2ccccc2)cs1)c1ccc(N2CCOCC2)c([N+](=O)[O-])c1	108	6	-6	.	112	8.7	10	6.6	41
Cc1nn(C)c(Oc2ccc(Cl)cc2)c1C(=O)O	110	6	-4	-4	108	1.5	4	1.3	38
CCOC(=O)Cc1csc(SCC(=O)N2CCN(c3ccc(OC)cc3)CC2)n1	97	-4	-17	3	98	1.1	-1	0.5	29
CCOC(=O)c1cnc2c(c(C)nn2C)c1Oc1ccccc1F	98	51	-13	-4	97	-2.6	-6	-1.6	2
COc1ccc(C)cc1NC(=O)CSc1nnc(-c2ccc(OC)c(OC)c2)n1N	101	12	-7	1	98	-0.5	0	-1.3	17
Cc1noc(C)c1CN1C(=O)c2ccccc2C1=O	105	47	14	-3	109	1.0	16	1.6	-6
O=C(NCc1ccc(F)cc1)c1ccc(Br)o1	106	28	-8	-4	99	-0.6	-1	-0.7	6
CC(=O)NC1C(=O)N(CCN2CCOCC2)c2ccc(Cl)cc21 (configuration not stated)	99	28	11	-6	98	.	-8	.	21
CCC(=Nc1ccccc1OC)C1=C(O)CC(c2ccccc2)CC1=O (configuration not stated)	102	-13	-2	-4	107	-0.4	4	-0.9	-7
CCN(C(=O)CCCC(=O)N(CC)c1ccccc1)c1ccccc1	96	-3	1	2	99	-0.9	0	-0.5	40
O=C(NCc1ccco1)C1CCCN(S(=O)(=O)c2ccc(Cl)cc2)C1 (configuration not stated)	102	-12	2	-4	98	3.6	1	1.2	4
CC(C)(C)C(=O)NC(=S)Nc1ccccc1C(N)=O	108	-2	-8	2	113	1.6	0	1.4	24
C/C=C/COC(=O)c1[nH]c2c(c1C)C(=O)CC(c1ccco1)C2 (configuration not stated)	108	-3	12	7	106	-1.9	7	-0.3	24
O=C(Oc1ccccc1)c1cccnc1Oc1ccccc1	105	12	-7	-1	101	-2.7	4	-0.4	35
C/C(=N/NC(=O)CC1N=C(Cc2ccccc2)NNC1=O)c1cccnc1 (configuration not stated)	98	19	-10	-5	96	0.0	-6	1.5	16
O=C(c1c(F)cccc1F)N1CCN(c2cccc(C(F)(F)F)c2)CC1	95	-36	-6	-3	94	0.7	2	2.4	-15
NS(=O)(=O)c1ccc(CCNC(=O)C2CCCN2C(=O)OCc2ccccc2)cc1 (configuration not stated)	103	14	-9	0	106	1.6	11	0.2	5
O=C(CN1CCN(Cc2ccccc2F)CC1)Nc1ccccc1Cl	99	42	6	-10	104	0.2	-1	0.8	28
O=C(c1ccccc1)N1CCN(C(=O)c2nn3c(C(F)(F)F)cc(-c4ccco4)nc3c2Cl)CC1	.	46	-17	-5	.	-0.7	.	-0.1	-3

(continued)
SMILES	MEKK3 PB1 HTS	PHOSPHO1 block	GPR7 antag	GalR3 antagonist	MEKK2 WT-MEK5	OXTR agonist	MEKK2 mut-MEK5	V1R ag counter	NALP1 yeast inh
CCCc1c(C)nc(N2CCN(c3ccccc3F)CC2)[nH]c1=O	105	30	-18	-4	108	1.9	5	1.6	16
O=C(C1CCN(S(=O)(=O)c2cccc3nsnc23)CC1)N1CCCCC1	97	7	-7	-7	98	-1.1	3	0.1	9
O=C(Nc1cccc(Cl)c1)N(CCN1CCOCC1)Cc1cccc(Cl)c1	100	32	0	-2	105	9.5	3	6.4	28
COC(=O)c1ccc(S(=O)(=O)N2CCCN(Cc3ccccc3)CC2)n1C	102	23	-3	-2	101	0.7	5	3.5	.
Nc1nc(-c2ccc(Cl)cc2Cl)cn1N	103	1	9	-5	104	-0.3	2	-0.6	-12
Cc1nn(-c2ccccc2)c(-c2ccccc2)c1C(=O)O	105	9	-7	-1	107	-0.5	4	1.5	14
CC(C)OCCCNC(=O)Cn1ccc2cc(S(=O)(=O)N3CCCCC3)ccc21	102	44	-1	-3	105	0.0	6	-0.1	1
CCOC(=O)C(NC(C)=O)C(=O)Nc1c(C)cccc1C (configuration not stated)	103	53	-9	-5	99	0.2	-3	0.5	18
Cc1noc(NS(=O)(=O)c2ccc(NC(=O)COc3ccccc3)cc2)c1C	97	19	-8	-5	96	0.2	-7	0.5	11
COc1ccc2[nH]c(=O)c(-c3noc(-c4ccc(F)cc4)n3)cc2c1	67	80*	-6	-4	75	-0.5	-25	-0.1	40

MEKK3 PB1 HTS, hit marks shown above
Molecule	MEKK3 PB1 HTS	PHOSPHO1 block	GPR7 antag	GalR3 antagonist	MEKK2 WT-MEK5	MEKK2 mut-MEK5	NALP1 yeast inh
CCCN1C(=O)/C(=C\C=C2/Sc3ccccc3N2CCO)SC1=S	68*[inhibitor]	-59	-3	-6	33*[inhibitor]	-17	-7
Cc1ccc(C2OC34CCCCCC3C(C#N)(C(=N)O4)C2(C#N)C#N)cc1 (configuration not stated)	56*[inhibitor]	-12	9	2	88	-2	.
